# NOD2-RIPK2 inh: NOD2-RIPK2 binding disruptors in cells, primary screen, fluorescence, CHO cells, BLA complementation. Receptor-interacting serine/threonine-protein kinase 2 (Homo sapiens), O43353. CCF4 ratio. inhibition, % at 4.98 µM. hit rate 0.38% among 360,000. AID 624267, 2012; in the data active means inhibition above about 21%;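 further: 0% = vehicle only and 100% = reference blocker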
# Vif imaging: HIV Vif self-association inhibitors, primary screen, imaging, HEK293T, single point; HEK293T cells, Vif self-association by quenched fluorescence, 24 h; inhibition, % at 7.49 µM; hit rate 0.35% among 340,000; in the data active means inhibition above about 50%, passing the limit was not always enough; further: some results filed as inactive read as strong as hits
# aDG glyco up: activators of alpha-DG glycosylation, primary screen, uHTS, Pro5-aDG cells, AlphaScreen. activation, % at 10 µM. AID 624168, 2012. hit rate 0.22% among 360,000. alpha-DG glycosylation AlphaScreen (IIH6); 0% Pro5, 100% B10-LARGE cell signal;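 active means activation of at least 8% versus controls, or a plate z-score of at least 8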;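 further: Pro5 are CHO cells carrying HIG-tagged alpha-DG that lacks glycosylation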
# TLR9-MyD88 inh: inhibitors of TLR9-MyD88 association in cells, primary screen, cell-based, CHO, BLA complementation, fluorescence; CCF4 FRET ratio; inhibition, % at 4.98 µM; hit rate 0.21% among 340,000; AID 504734, 2011;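 active means inhibition above the mean over all tested compounds plus 3 SD, cut at about 21% in these data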;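 further: 0% = DMSO only wells and 100% = clavulanate BLA inhibitor control wells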
# Target sequence (Q99836 whole entry, looked up): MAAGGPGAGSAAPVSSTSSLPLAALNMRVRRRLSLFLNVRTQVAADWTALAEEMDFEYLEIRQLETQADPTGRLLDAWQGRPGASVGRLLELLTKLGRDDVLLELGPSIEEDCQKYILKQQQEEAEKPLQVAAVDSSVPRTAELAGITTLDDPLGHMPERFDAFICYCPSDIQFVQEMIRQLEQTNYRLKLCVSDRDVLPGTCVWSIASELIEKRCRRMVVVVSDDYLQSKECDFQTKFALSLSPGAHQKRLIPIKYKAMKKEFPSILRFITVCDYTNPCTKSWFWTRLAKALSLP
# Target sequence (Q9NR96 whole entry, looked up): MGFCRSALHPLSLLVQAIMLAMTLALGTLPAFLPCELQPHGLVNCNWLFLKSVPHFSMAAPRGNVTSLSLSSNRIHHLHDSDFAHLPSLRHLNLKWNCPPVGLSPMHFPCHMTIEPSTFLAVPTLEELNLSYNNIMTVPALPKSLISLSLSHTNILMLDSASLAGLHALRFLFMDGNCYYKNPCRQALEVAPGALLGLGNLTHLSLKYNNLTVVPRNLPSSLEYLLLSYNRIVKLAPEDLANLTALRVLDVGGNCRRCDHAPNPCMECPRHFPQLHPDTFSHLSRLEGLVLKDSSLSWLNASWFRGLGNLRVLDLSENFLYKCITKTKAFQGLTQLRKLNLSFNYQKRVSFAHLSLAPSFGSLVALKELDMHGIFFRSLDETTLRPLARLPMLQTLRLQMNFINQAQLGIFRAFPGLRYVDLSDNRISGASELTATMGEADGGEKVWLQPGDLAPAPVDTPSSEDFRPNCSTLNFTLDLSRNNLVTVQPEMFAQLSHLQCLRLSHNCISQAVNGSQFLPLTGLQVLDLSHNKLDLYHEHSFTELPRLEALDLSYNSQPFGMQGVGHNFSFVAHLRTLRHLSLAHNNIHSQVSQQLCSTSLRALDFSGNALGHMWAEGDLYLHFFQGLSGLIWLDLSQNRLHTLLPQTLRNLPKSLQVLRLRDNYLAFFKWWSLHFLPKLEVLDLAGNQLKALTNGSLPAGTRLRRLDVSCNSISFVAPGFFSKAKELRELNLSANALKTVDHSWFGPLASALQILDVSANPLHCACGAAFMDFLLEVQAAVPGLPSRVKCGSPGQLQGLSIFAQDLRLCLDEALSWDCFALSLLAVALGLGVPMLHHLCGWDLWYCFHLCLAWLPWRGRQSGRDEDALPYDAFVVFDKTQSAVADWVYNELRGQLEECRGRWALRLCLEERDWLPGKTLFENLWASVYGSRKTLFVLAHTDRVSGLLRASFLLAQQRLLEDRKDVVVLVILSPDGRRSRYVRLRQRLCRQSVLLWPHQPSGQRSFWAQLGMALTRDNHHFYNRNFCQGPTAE
# ABCB6 inh MLPCN: ABCB6 transporter inhibitors, primary screen, K562-ABCB6 cells, flow cytometry, MLPCN library | fluorescence ratio to DMSO, % at 10 µM | K562-ABCB6 porphyrin accumulation, 1 h; hits give low values | hit rate 0.19% among 360,000 | AID 602162, 2011 | ATP-binding cassette sub-family B member 6 (Homo sapiens), Q9NP58;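 active means fluorescence ratio to DMSO below 75%, the collection mean minus 3 SD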;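 further: signal is porphyrin accumulated inside mitochondria; 100% equals median channel fluorescence of DMSO control wells; lower ratio means ABCB6 inhibition with less porphyrin fluorescence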
# MC4R antag cAMP: MC4R antagonists of cAMP signaling, primary screen, cell-based, TR-FRET, antagonist arm of biased-ligand search. Melanocortin receptor 4 (Homo sapiens), P32245. MC4R-expressing cells, MTII-stimulated cAMP, LANCE TR-FRET. inhibition, % at 6.5 µM. hit rate 0.48% among 360,000;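 active means inhibition above its plate's cutoff, the mean of tested wells on that plate plus 3 SD, cut at about 29% in these data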;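 further: 0% = Melanotan II alone and 100% = Melanotan II plus saturating MCL0020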
#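 Material: human MC4R-expressing U2OS cells. Probe or stimulus: Melanotan II challenge. Dosing: 6.5 µM single dose. Times: 30-min compound, 1-h challenge, 1-h detection, room temperature. Technique: TR-FRET with Eu-cAMP and labeled anti-cAMP, 671 nm. Replication: singlicate.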
# MC4R barr agon: MC4R agonists recruiting beta-arrestin, primary screen, cell-based, luminescence, agonist arm of biased-ligand search; Melanocortin receptor 4 (Homo sapiens), P32245; U2OS MC4R beta-arrestin complementation; percent of melanotan II response, DMSO zero; activation, % at 8.9 µM; hit rate 0.98% among 360,000;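 active means activation above a per-plate cutoff, the mean activation of sample wells on that plate plus 3 SD, cut at about 8% in these data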
# ABHD5 PLIN5 PPI: ABHD5-PLIN5 interaction inhibitors, primary screen, cell lysate, split luciferase complementation, luminescence. Perilipin-5 (Homo sapiens) + 1-acylglycerol-3-phosphate O-acyltransferase ABHD5 (Homo …. Split G. princeps luciferase complementation, 4 h. inhibition, % at 4 µM. hit rate 0.78% among 360,000. AID 602281, 2012;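 active means inhibition above the mean inhibition across every tested compound plus 3 SD, cut at about 22% in these data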;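 further: 0% = DMSO only wells and the 100% control is not disclosed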
# Granule exo inh: LAMP-1 surface exposure blockers, TALL-104 cells – cell-based, flow cytometry, MLPCN library, primary screen; TALL-104 LAMP-1 surface exposure; cells stimulated with thapsigargin and PMA; inhibition, % at 10 µM; hit rate 0.66% among 360,000;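 active means inhibition above about 55%, limit read from the data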
# Glyco luc inh: increase of ERlucT glycosylation luciferase signal, primary screen, N-linked glycosylation inhibitor project, D54 ERlucT cells, luminescence, set 2; reporter increase, % at 12.5 µM; hit rate 0.23% among 360,000; D54 ERlucT glycosylation luciferase reporter, 24 h; percent of 100 nM tunicamycin response;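 active means mean luciferase reporter signal, scaled so untreated is 0 and the glycosylation-blocking control 100, at or above a set limit in every replicate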;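 further: luciferase carries N-glycosylation sites so blocking glycosylation raises the light; 0% = median of neutral control wells and 100% = median of 100 nM tunicamycin wells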
# Starred values were filed as active, the others as inactive; / = not tested or not shown. The list is partial; rates above refer to the full screens.
no.	Structure	NOD2-RIPK2 inh	Vif imaging	aDG glyco up	TLR9-MyD88 inh	ABCB6 inh MLPCN
1	COc1cc2[nH]c(C(=O)N3CCN(c4ccccc4F)CC3)cc2c(OC)c1OC	-5	-4	0.3	3	96
2	CN(C)S(=O)(=O)c1ccc(C(=O)Nc2ccccc2C(=O)O)cc1	-13	5	0.0	-12	95
3	CCC(C)C(=O)NCCc1ccc(S(N)(=O)=O)cc1 (stereo not given)	0	1	-0.2	8	103
4	O=C(CN1CCC(Cc2ccccc2)CC1)NC(=O)NCc1ccco1	-1	-21	0.6	-1	87
5	Cc1ccccc1OCC(O)Cn1nnc2ccccc21 (stereo not given)	-1	-1	0.1	1	90
6	COc1cc(C)c(NC(=O)COc2ccc3c(c2)CCC3)cc1OC	-5	3	0.2	-14	92
7	O=c1[nH]cccc1-c1nc2ccccc2n1Cc1cccc(F)c1	0	-5	0.0	-8	93
8	Cc1cc(C)c2c(n1)sc1c(=O)[nH]c(SCc3ccccc3)nc12	-4	-7	-0.4	-6	103

no.	MC4R antag cAMP	MC4R barr agon	ABHD5 PLIN5 PPI	Granule exo inh	Glyco luc inh
1	7	-0.2	4	-10	2
2	1	0.7	12	-2	1
3	18	-0.7	1	3	0
4	1	2.9	2	-1	-1
5	15	0.2	-1	0	1
6	6	0.6	8	4	0
7	0	-1.6	-1	-9	2
8	1	3.5	3	0	2

# Other results.
no.	Structure	NOD2-RIPK2 inh	Vif imaging	aDG glyco up	TLR9-MyD88 inh	ABCB6 inh MLPCN
9	COc1ccc(C)cc1S(=O)(=O)N1CCOCC1	-5	3	-0.4	/	100
10	Cc1ccc(CS(=O)Cc2ccc(C(=O)NCc3cccs3)o2)cc1 (stereo not given)	-2	4	6.1*	3	100
11	COc1cccc(-c2cnc(C(O)c3ccc(F)cc3)[nH]2)c1 (stereo not given)	-11	-2	-0.1	/	99
12	COc1ccc(C(=O)CCS(=O)(=O)c2ccc(C)cc2)cc1OC	3	21	1.8	-1	99
13	CN(CC(=O)Nc1ccccc1)CC(=O)Nc1ccccc1Cl	-2	-11	0.0	1	97
14	c1ccc(C2[C@H]3CN(Cc4cccnc4)[C@H](c4ccccc4)C34CC2(c2cccnc2)C4)cc1 (stereo not given in full)	11	0	-0.1	2	98
15	CC(=O)NCc1ccc(S(=O)(=O)NC(C)CCc2ccccc2)cc1 (stereo not given)	3	-3	-0.1	2	96
16	COc1ccc(N(CC(=O)Nc2cccc(C)c2C)S(=O)(=O)c2c(C)n[nH]c2C)cc1	-3	1	0.1	-1	97

no.	MC4R antag cAMP	MC4R barr agon	ABHD5 PLIN5 PPI	Granule exo inh	Glyco luc inh
9	8	-0.3	0	-2	0
10	-2	-1.4	-5	-2	-1
11	12	0.4	-10	-5	-1
12	11	-3.0	9	26	-2
13	15	1.1	0	-6	0
14	1	-3.0	0	2	0
15	2	1.0	0	5	-2
16	4	-1.2	8	1	-5

# Carrying on:
no.	Structure	NOD2-RIPK2 inh	Vif imaging	aDG glyco up	TLR9-MyD88 inh	ABCB6 inh MLPCN
17	CC1C(=O)C(C)C(c2cc(Cl)ccc2O)NC1c1cc(Cl)ccc1O (stereo not given)	2	-5	-0.1	-5	94
18	CCCNC(=O)c1cc(-c2ccc(Br)cc2)on1	-6	-1	0.1	-6	100
19	COc1cccc(NC(=O)CCN2CCN(C)CC2)c1	-5	/	-0.2	-1	90
20	O=C(COc1cc(Cl)c(Cl)cc1Cl)NC(=O)NC1CCCC1	-12	/	0.1	-13	90
21	O=C(N/N=C/c1ccc2c(c1)OCO2)c1cccc2ccccc12	-3	16	-0.2	-8	97
22	Cc1ccc(C(=O)NNC(=O)C2CCN(Cc3ccccc3)CC2)cc1	-5	/	-0.1	-1	101
23	COc1ccccc1/C=C/CN1CCOCC1	1	-1	0.0	0	101
24	O=c1c2ccccc2c(=O)n(-c2ccccc2)n1-c1ccccc1	2	17	0.0	-1	96

no.	MC4R antag cAMP	MC4R barr agon	ABHD5 PLIN5 PPI	Granule exo inh	Glyco luc inh
17	21	0.8	-7	17	-5
18	12	1.3	-5	-2	-5
19	15	-1.3	2	-2	0
20	10	0.2	4	1	0
21	2	-3.1	8	-5	22
22	4	-3.6	2	1	1
23	4	0.4	-2	0	0
24	1	1.0	3	3	2

# New compounds follow.
no.	Structure	NOD2-RIPK2 inh	Vif imaging	aDG glyco up	TLR9-MyD88 inh	ABCB6 inh MLPCN
25	CC(=O)Nc1ccc(C(=O)OCC(=O)Nc2ccccc2F)cc1	-1	-2	-0.1	-10	99
26	O=C(Nc1ccccc1Cl)C(=O)c1cn(CC(=O)N2CCOCC2)c2ccccc12	6	-1	-0.1	0	105
27	COc1ccc(NS(=O)(=O)c2cccc(C(=O)N3CCN(Cc4ccc5c(c4)OCO5)CC3)c2)cc1	0	-11	0.1	-5	100
28	O=Nc1c(O)[nH]c2ccc(F)cc12	9	-13	0.1	20	97
29	C=CCOc1nc(-c2ccncc2)nc2ccccc12	-6	6	0.2	0	92
30	N#CCCNS(=O)(=O)c1ccc(C(=O)OCCCOC(=O)c2ccc(S(=O)(=O)NCCC#N)cc2)cc1	13	-6	-0.3	-4	98
31	COc1ccc(-c2coc3c(C(=O)NCC4CCOCC4)cccc23)c(C)c1	-1	-24	3.1	/	103
32	Cc1cccc(OCCCCn2c(CO)nc3ccccc32)c1	-2	-1	0.2	-5	97

no.	MC4R antag cAMP	MC4R barr agon	ABHD5 PLIN5 PPI	Granule exo inh	Glyco luc inh
25	8	-2.3	4	-1	0
26	14	-2.9	-7	0	-5
27	23	-4.4	0	-1	-4
28	-11	1.5	6	10	0
29	2	1.5	-2	13	0
30	1	-3.8	-2	-1	-1
31	-10	-0.8	1	7	-5
32	3	-1.6	0	2	1

# (more compounds)
no.	Structure	NOD2-RIPK2 inh	Vif imaging	aDG glyco up	TLR9-MyD88 inh	ABCB6 inh MLPCN
33	CCCS(=O)(=O)N1CCC(C(=O)NCCCOC)CC1	-8	18	0.2	7	113
34	CCCCOc1ccc(/C(O)=C(\C#N)c2nc3ccccc3[nH]2)cc1	1	18	0.2	4	94
35	S=C(NCc1ccco1)N/N=C/c1cccnc1	0	13	-0.1	1	99
36	CC1(C)Oc2ccc3ccc(=O)oc3c2/C(=C/N)C1=O	-9	-12	-0.1	4	95
37	O=C(N/N=C/c1ccc(-n2ccnc2)cc1)c1cccs1	-3	-6	0.1	2	97
38	CC(=O)c1cccc(NC(=O)C2(C)Cc3c(-c4ccccc4)ccnc3O2)c1 (stereo not given)	4	/	0.2	/	95
39	CC(C)CC(=O)Nc1cc(NC(=O)CC(C)C)cc(C(=O)NC(C)(C)C)c1	-2	3	-0.1	3	95
40	Cc1cc(Br)cc(Br)c1OCC(=O)NNC(=O)CCC(=O)NCc1ccccc1	-3	1	0.1	5	100

no.	MC4R antag cAMP	MC4R barr agon	ABHD5 PLIN5 PPI	Granule exo inh	Glyco luc inh
33	5	-1.7	0	-3	0
34	5	-2.3	-9	-2	0
35	-8	-1.5	-5	-1	1
36	4	0.3	3	-6	6
37	-1	-2.6	-8	0	0
38	1	-0.7	3	0	-1
39	19	-0.1	-3	-2	1
40	12	1.0	2	0	0

# Next compounds:
no.	Structure	NOD2-RIPK2 inh	Vif imaging	aDG glyco up	TLR9-MyD88 inh	ABCB6 inh MLPCN
41	O=C(COC(=O)c1ccc(Cl)c([N+](=O)[O-])c1)NC1CCCC1	5	-10	0.1	-3	94
42	COc1cccc(NC(=O)COC(=O)c2c(NC(C)=O)sc(C)c2C)c1	5	0	0.2	-6	100
43	Cc1nn2c(-c3ccccc3)c(-c3ccccc3)nc2[nH]c1=O	-3	5	0.1	-5	99
44	O=C(CC1S/C(=N/N=C2CCCCCC2)NC1=O)Nc1ccccc1F (stereo not given)	-2	1	-0.1	-10	97
45	Cn1nc(C(F)(F)F)c(/C=N/OC(=O)c2ccccc2)c1SCc1ccccc1Cl	-6	-1	-0.2	-29	100
46	O=C(c1ccc(F)c(S(=O)(=O)N2CCOCC2)c1)N(CCc1ccccc1)Cc1ccccc1	3	22	1.3	-4	100
47	CC(C)OC(=O)CSc1nnc(CNc2nc(-c3ccccc3)cs2)n1C	-8	8	0.3	-4	101
48	Cc1ccc(NC(=O)c2cc(S(=O)(=O)N3CCCC3)cn2C)cc1	0	5	0.0	10	97

no.	MC4R antag cAMP	MC4R barr agon	ABHD5 PLIN5 PPI	Granule exo inh	Glyco luc inh
41	25	-1.7	3	-6	0
42	13	0.0	2	33	-1
43	-1	0.7	-2	1	0
44	1	-3.6	-7	-3	1
45	9	1.1	-10	3	55*
46	0	-1.1	8	4	-1
47	2	-1.2	-9	2	1
48	2	-1.1	-4	-2	-1

# Next results:
no.	Structure	NOD2-RIPK2 inh	Vif imaging	aDG glyco up	TLR9-MyD88 inh	ABCB6 inh MLPCN
49	CCN1C(=NCC(C)C)N[C@@H](c2cccc(F)c2)C(C(=O)OC)=C1C	6	-5	0.1	-8	103
50	O=C(Nc1nc2ccc(S(=O)(=O)N3CCCCC3)cc2s1)c1ccncc1	-4	/	0.1	-4	96
51	COc1cc(C(F)(F)F)c(C(=O)N(C)Cc2cccc(Cl)c2)cn1	-6	-9	0.2	-3	94
52	O=C(NCC1CCCC(CNC(=O)N2CCc3ccccc32)C1)N1CCc2ccccc21 (stereo not given)	-8	-9	0.1	-7	90
53	CC(=O)c1c(C)[nH]c(C(=O)CN2C(=O)NC(C)(c3ccc4c(c3)OCCO4)C2=O)c1C (stereo not given)	6	0	-0.1	-7	98

no.	MC4R antag cAMP	MC4R barr agon	ABHD5 PLIN5 PPI	Granule exo inh	Glyco luc inh
49	3	0.3	-5	2	1
50	4	-0.2	0	-2	2
51	-6	0.7	1	-6	-2
52	5	-1.4	0	0	0
53	6	-3.6	-2	1	4

# Screens (PubChem)
